GSH fluor: compound fluorescence on glutathione beads, profiling panel, artefact control, biophysical, 488/530 nm, flow cytometry; GSH beads flow cytometry, compound fluorescence 488/530 nm; active compounds read high; fluorescence (KMESF) at 10 µM; hit rate 0.25% among 190,000; in the data active = fluorescence above about 89;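 also: glutathione beads carrying GST-tagged Bcl family fusion proteins plus one bare bead set; values are compound well signal with DMSO vehicle wells as background; inactives centre near 16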
Cdc42 wt: modulators of GTP binding to wildtype Cdc42, primary screen, biochemical, multiplex bead flow cytometry, Bodipy-GTP. percent activity (GTP binding), % at 10 µM. GST-Cdc42 beads; actives lie on both sides. hit rate 0.2% among 190,000. AID 761, 2007;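 active = percent activity GTP binding at least 20 points away from the 100% baseline, either down as inhibitor or up as activator; inconclusive = compound flagged as likely green fluorescent from well-wide comparison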;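 also: median bead fluorescence of bound Bodipy-FL-GTP at 100 nM; 0% = excess unlabeled GTP control and 100% = no compound control; below 100% means less GTP binding so inhibitor and above means activator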
Target sequence (P60953 whole entry, looked up): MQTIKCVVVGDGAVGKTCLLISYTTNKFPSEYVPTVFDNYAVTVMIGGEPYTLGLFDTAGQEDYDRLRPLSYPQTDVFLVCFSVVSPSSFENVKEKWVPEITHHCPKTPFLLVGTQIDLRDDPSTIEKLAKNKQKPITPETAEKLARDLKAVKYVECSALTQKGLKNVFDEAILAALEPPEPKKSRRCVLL
Rac1 mut GTP: GTP binding modulators of activated mutant Rac1, primary screen, biochemical, bead-based flow cytometry, multiplex, fluorescent GTP; hit rate 0.11% among 190,000; GST-Rac1 activated beads; actives lie on both sides; 100% means binding = to untreated wells; Ras-related C3 botulinum toxin substrate 1 (Homo sapiens), P63000; AID 764, 2007; percent activity (GTP binding), % at 10 µM;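 active = GTP binding at least 20 percentage points away from the 100% baseline, in either direction, so actives lie on both sides; inconclusive = Compound likely fluorescent itself, or too few beads counted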
Rab2A wt mod: modulators of GTP binding to Rab2A wildtype, primary screen, biochemical, dog, bead-based flow cytometry, multiplex | Ras-related protein Rab-2A (Canis lupus familiaris), P61105 | hit rate 0.19% among 190,000 | GTP binding activity, % at 10 µM | AID 760, 2007 | GST-Rab2 wt beads, Bodipy-GTP binding;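 active = GTP binding activity at least 20 points away from 100%, either lowered or raised; inconclusive = signal likely due to the compound's own green fluorescence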;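 also: 0% = beads with excess unlabeled GTP and 100% = no-compound control corrected for plate trend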
Rab7 wt GTP bind: modulators of GTP binding to Rab7, primary screen, biochemical, wildtype, multiplex bead flow cytometry; Rab7 GTPase wild type (dog), Bodipy-FL-GTP binding; GST-Rab7 beads, fluorescent GTP binding; actives lie on both sides; untreated = 100%, excess cold GTP = 0%; GTP binding activity (percent of control), % at 10 µM; hit rate 0.055% among 190,000; AID 758, 2007;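 active = fluorescent GTP binding to Rab7 beads changed by at least 20 points from the 100% baseline, either direction, mostly lower; inconclusive = compound itself probably fluorescent, or too few beads counted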;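 also: median green fluorescence of bound Bodipy-FL-GTP per Rab7 bead population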
Rac1 wt modul: wildtype Rac1 GTP binding modulators, primary screen, biochemical, GST-Rac1 beads, flow cytometry, multiplex | AID 757, 2007 | fluorescent GTP binding; actives lie on both sides; 0 = cold GTP competed, 100 = untreated | GTP binding activity (% of control), % at 10 µM | hit rate 0.27% among 190,000 | Ras-related C3 botulinum toxin substrate 1 (Homo sapiens), P63000;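 active = GTP binding activity at least 20 points away from the 100% control level, either lower or higher; inconclusive = compound flagged as likely green fluorescent, judged across all proteins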
ABCG2 block: ABCG2 efflux pump inhibitors, primary screen, multiplex with ABCB1, IgMXP3 cells, flow cytometry. AID 1325, 2008. JC-1 efflux. hit rate 0.1% among 190,000. Broad substrate specificity ATP-binding cassette transporter ABCG2 (Homo sapiens), Q9UNQ0. inhibition, % at 6.6 µM;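 active = inhibition above 80%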;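 also: 0% = DMSO and 100% = nicardipine control wells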
Target sequence (Q9UNQ0 whole entry, looked up): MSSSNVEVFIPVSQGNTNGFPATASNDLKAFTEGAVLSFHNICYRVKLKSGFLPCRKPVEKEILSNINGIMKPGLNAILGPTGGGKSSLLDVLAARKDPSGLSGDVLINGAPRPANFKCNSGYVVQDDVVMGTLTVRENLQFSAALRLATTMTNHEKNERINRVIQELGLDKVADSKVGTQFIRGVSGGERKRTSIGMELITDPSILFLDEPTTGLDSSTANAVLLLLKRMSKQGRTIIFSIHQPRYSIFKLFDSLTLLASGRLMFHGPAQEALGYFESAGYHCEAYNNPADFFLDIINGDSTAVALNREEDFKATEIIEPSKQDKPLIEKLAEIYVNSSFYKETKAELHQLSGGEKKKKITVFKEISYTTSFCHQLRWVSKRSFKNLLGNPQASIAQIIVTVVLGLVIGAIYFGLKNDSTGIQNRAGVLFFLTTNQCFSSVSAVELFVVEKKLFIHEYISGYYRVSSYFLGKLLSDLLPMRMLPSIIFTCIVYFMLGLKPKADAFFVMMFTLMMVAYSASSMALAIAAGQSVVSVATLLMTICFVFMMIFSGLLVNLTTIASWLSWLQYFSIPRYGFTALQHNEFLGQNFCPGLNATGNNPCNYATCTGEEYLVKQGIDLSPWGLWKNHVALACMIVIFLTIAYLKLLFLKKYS
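Times: 10 min at 25 °C | Test system: Two drug-resistant human cell lines, ABCG2 and ABCB1 | Quantity: 3 million cells/mL final, two lines in 1:1 ratio | Signal: Flow cytometry, 530 nm JC-1 signal | Dosing: Compound at 6.6 µM | Controls: Nicardipine and DMSO wells | Reagent: JC-1 as fluorescent efflux pump substrate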
Avidin bead fluor: green autofluorescence of compounds with avidin beads – biophysical, 488/530 nm, flow cytometry, artefact control, profiling panel. compound fluorescence 488/530 nm; active compounds read high. fluorescence (KMESF) at 10 µM. hit rate 0.38% among 220,000. AID 1775, 2009; in the data active = fluorescence above about 47; also: inactives centre near 10
ABCB1 inh: ABCB1 efflux pump inhibitors, primary screen, cell-based, multiplex, flow cytometry, ABCG2 counter-screen; inhibition, % at 6.6 µM; AID 1326, 2008; CCRF-Adr cells, JC-1 efflux; hit rate 0.067% among 190,000; in the data active = inhibition above about 40%;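 also: 0% = vehicle and 100% = reference inhibitor; higher value means more JC-1 retained so stronger ABCB1 efflux block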
Pf gamet viab: late stage P. falciparum gametocyte viability inhibitors, primary screen, ATP luminescence, HTS. P. falciparum stage V gametocytes, 24 h. inhibition, % at 10.9 µM. hit rate 0.065% among 150,000;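 active = inhibition above the mean plus 3 SD of compounds within the control limits, set per campaign, cut at about 38% in these data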;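 also: 0% = DMSO wells and 100% = medium only without gametocytes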
HRas wt GTP: modulators of GTP binding to HRas wildtype, primary screen, biochemical, bead-based flow cytometry, multiplex | AID 759, 2007 | GTP binding activity, % at 10 µM | GST-Ras wt beads, Bodipy-FL-GTP binding; actives lie on both sides | GTPase HRas (Homo sapiens), P01112 | hit rate 0.14% among 190,000;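 active = GTP binding activity at least 20% away from the 100% baseline, either lowered as inhibitor or raised as activator; inconclusive = flagged as likely green fluorescent, judged across all proteins in the well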;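 also: 0% = unlabeled GTP competition control and 100% = no-compound control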
Target sequence (P01112 whole entry, looked up): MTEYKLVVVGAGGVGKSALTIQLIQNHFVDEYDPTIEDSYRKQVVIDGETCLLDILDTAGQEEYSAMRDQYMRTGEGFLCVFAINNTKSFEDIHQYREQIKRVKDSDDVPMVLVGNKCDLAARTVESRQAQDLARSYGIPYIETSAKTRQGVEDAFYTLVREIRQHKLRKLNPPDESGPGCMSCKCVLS
The depositor's hits bear a star; ? = inconclusive; · = not tested or not shown.

smiles,GSH fluor,Cdc42 wt,Rac1 mut GTP,Rab2A wt mod,Rab7 wt GTP bind,Rac1 wt modul,ABCG2 block,Avidin bead fluor,ABCB1 inh,Pf gamet viab,HRas wt GTP
CCOC(=O)c1nc(N)c(C(=O)OCC)[nH]1,50,97,97,94,94,96,2,9,0.1,3,97
CC(=O)Oc1ccc2c(=O)c(Oc3ccccc3[N+](=O)[O-])coc2c1,7,103,98,99,102,106,0,14,1.1,-16,101
CCOC(=O)c1c(NC(=S)Nc2ccccc2)sc2c1CC(C)(C)SC2,8,98,99,101,99,102,-7,7,-0.8,19,97
CCCCCC(=O)Nc1ccc(C(=O)N/N=C/c2ccc([N+](=O)[O-])cc2)cc1,15,103,100,101,97,102,6,13,0.2,-24,99
Cc1ccc(/C=N/NC(=O)c2nn(C)cc2Cl)cc1,8,100,97,99,98,103,0,3,-0.6,·,99
O=C(CSc1nnc(-c2ccco2)n1-c1ccccc1)N1CCOCC1,45,102,95,101,100,112,0,14,-0.1,·,103
CCNC(=S)N=Nc1c(O)[nH]c2ccc([N+](=O)[O-])cc12,5,65*,80,65*,83,58*,8,13,0.2,·,67*
O=C(O)Cn1nc(-c2ccccc2)c2ccccc2c1=O,55,96,93,93,95,91,1,8,0.3,6,95
O=C(NCc1ccc2c(c1)OCO2)c1ccc(=O)[nH]c1,26,103,100,101,102,108,8,13,0.8,-24,100
Cc1cc(C)n(C/C=C/Cn2nc(C)cc2C)n1,16,107,100,105,102,102,2,11,0.9,·,107
O=C(NCCCc1ccccc1)c1ccc(Br)o1,34,95,98,98,98,102,13,8,-1.5,-12,97
O=S1(=O)N=C2CCCCCN2C(c2ccc(Br)cc2)N1 (stereo not given),12,98,98,98,96,100,-1,12,-0.2,-8,97
Cc1cc(NC2CCCCC2)nc2ccccc12,20,108,104,107,112,108,1,10,0.4,11,104
CCCCNC(=O)CS(=O)Cc1nc(-c2cccc(C)c2)oc1C (stereo not given),22,99,99,99,100,102,2,7,0.9,·,99
O=C(NC1CC1)c1ccc2c3c(cccc13)CC2,16,100,99,100,98,100,8,13,0.4,-20,100

smiles,GSH fluor,Cdc42 wt,Rac1 mut GTP,Rab2A wt mod,Rab7 wt GTP bind,Rac1 wt modul,ABCG2 block,Avidin bead fluor,ABCB1 inh,Pf gamet viab,HRas wt GTP
CCCC(C)NC(=O)CSc1nc(-c2ccccc2)cn1N (stereo not given),16,97,96,99,104,97,0,8,-2.6,-30,99
Cn1ncc(Br)c1C(=O)NC1C2CC3CC(C2)CC1C3 (stereo not given),12,97,96,100,101,102,5,4,0.0,4,97
N#CCCN(C(=O)COC(=O)c1ccc2c(c1)NC(=O)CS2)c1ccc2c(c1)OCCO2,11,100,96,98,99,100,2,7,0.2,·,100
C#CCSc1nnc(CSc2nc3ccccc3s2)n1-c1ccccc1,17,102,98,99,98,103,2,24,1.1,21,102
COc1ccc(Cl)cc1C(=O)NCC(C)C,12,104,100,103,100,109,41,6,-0.3,·,100
COc1cc2nc3occc3c(OC)c2cc1OC,13,97,99,96,97,99,23,11,1.1,-22,97
Cc1cccc(NC(=O)Cn2nnc(C(=O)NCc3ccco3)c2N)c1,14,100,100,101,109,104,1,22,0.4,-3,106
CS(=O)(=O)N(Cc1ccc(Cl)cc1)c1ccc(C(=O)Nc2cccnc2)cc1,27,105,98,101,98,105,23,12,0.7,2,102
O=C(CSc1ncn[nH]1)c1cccc([N+](=O)[O-])c1,20,100,101,101,101,99,12,14,0.3,·,100
COc1ccc(-c2csc(NC(=O)c3ccc(S(C)(=O)=O)cc3)n2)cc1,24,95,95,96,103,96,8,13,0.8,-19,97
COc1ccccc1CCNC(=O)CSc1nnc2ccc(-c3ccncc3)nn12,10,95,94,91,94,97,7,7,0.0,-20,94
CCn1nc(C(=O)OCC(=O)Nc2nc(-c3ccc(OC)cc3)cs2)c2ccccc2c1=O,6,97,103,99,99,100,0,0,0.5,3,101
O=C(CSc1ncnc2nc[nH]c12)c1ccc2ccccc2c1,24,99,98,99,97,98,2,6,0.4,·,100
CCC1Oc2ccccc2N(CC(=O)Nc2ccc(OC)cc2OC)C1=O (stereo not given),23,102,99,102,101,106,1,33,0.7,1,101
CN1CCN(C(=O)c2cc(COc3c(F)cccc3F)on2)CC1c1ccccc1 (stereo not given),11,101,97,98,94,98,2,11,0.9,·,96

smiles,GSH fluor,Cdc42 wt,Rac1 mut GTP,Rab2A wt mod,Rab7 wt GTP bind,Rac1 wt modul,ABCG2 block,Avidin bead fluor,ABCB1 inh,Pf gamet viab,HRas wt GTP
S=C(NCc1ccccn1)Nc1ccc(Cl)cc1,32,99,101,101,98,105,17,6,-0.3,·,98
Cc1cccc(/C(N)=N/OC(=O)c2ccco2)c1,53,102,101,101,103,101,3,2,0.4,·,101
Nc1c(C(=O)N2CCOCC2)sc2nc3c(cc12)CCC3,10,97,96,96,97,101,3,8,0.1,11,96
Cc1noc(C)c1S(=O)(=O)N1CCC(C(=O)NCCCN2CC(C)CC(C)C2)CC1 (stereo not given),14,99,95,99,99,102,4,8,-0.2,-24,98
CC(C)CNC(=O)c1cccc(C(=O)NCC(C)C)c1,16,105,101,106,107,103,6,11,1.1,-11,106
CC(C)NC(=O)c1ccccc1-c1ccccc1,36,101,97,99,97,105,0,10,0.8,8,99
C/C(=N\Nc1ccc(C(F)(F)F)cn1)c1ccncc1,11,97,97,99,106,100,1,11,0.0,-5,101
Cc1n[nH]c(C)c1CCC(=O)N/N=C/C=C/c1ccccc1,5,98,97,101,98,102,11,3,1.3,-34,101
CCC(C)NC(=O)COC(=O)c1cc([N+](=O)[O-])ccc1Sc1nc(C)cs1 (stereo not given),14,103,101,102,102,103,0,5,0.0,·,103
Cc1ccc([N+](=O)[O-])cc1NC(=O)C(C)NS(=O)(=O)c1ccc(F)cc1 (stereo not given),22,99,102,100,91,99,16,10,1.6,23,97
Cc1ccc2[nH]c(-c3ccccc3)c(CN3CCN(C)CC3)c(=O)c2c1,53,97,94,94,95,94,1,11,0.2,·,95
COc1ccc(C2SCC(=O)N2c2c(C)n(C)n(-c3ccccc3)c2=O)c(OC)c1 (stereo not given),21,106,101,103,104,103,-3,13,-2.9,·,105
C=CCn1c(SCCC#N)nnc1-c1ccncc1,19,102,101,102,98,106,7,31,0.5,·,102
c1ccc(N2CCN(c3cnccn3)CC2)nc1,15,?,?,?,?,?,1,5,0.2,17,?
Nc1cc(=O)[nH]c(SCC(=O)NCC2CCCO2)n1 (stereo not given),26,103,101,100,97,107,11,12,0.6,·,101

smiles,GSH fluor,Cdc42 wt,Rac1 mut GTP,Rab2A wt mod,Rab7 wt GTP bind,Rac1 wt modul,ABCG2 block,Avidin bead fluor,ABCB1 inh,Pf gamet viab,HRas wt GTP
Cc1ccc2sc(C)[n+](CCCS(=O)(=O)[O-])c2c1,15,99,96,98,99,99,-5,9,-0.4,-2,97
Cc1c(NC(=S)NCc2ccc(F)cc2)cccc1[N+](=O)[O-],11,104,98,99,101,105,35,23,0.5,-12,102
c1cnc2nc(-c3ccc4c(c3)OCO4)cn2c1,13,100,94,97,102,105,2,7,0.8,-34,99
Cc1ccc(N2CCCCn3c2nc2c3c(=O)n(CC(=O)O)c(=O)n2C)cc1,10,101,100,98,99,102,0,36,0.0,18,100
O=C(OCCN1CCCC1)C1(c2ccccc2)CCCC1,41,99,98,97,98,99,2,7,0.6,·,99
CCN(C(=O)CSc1nnnn1C)c1c(N)n(Cc2ccccc2)c(=O)[nH]c1=O,22,97,94,97,97,97,0,13,0.0,·,96
Cn1ccnc1SCC(=O)c1c[nH]c2ccccc12,14,101,96,98,93,97,2,11,0.0,-5,96
Cc1ccccc1N(CC(=O)NC(C)(C)C)C(=O)c1ccc(-c2ccccc2)[nH]1,10,93,97,97,99,101,-2,27,-0.2,0,98
COC(=O)c1nnn(CC(=O)NC(=O)Nc2ccc(F)cc2)c1C(=O)OC,15,99,98,96,96,101,8,2,3.5,-3,95
O=C1C2CC=C(Cl)CC2C(=O)N1CCc1c[nH]c2ccccc12 (stereo not given),26,104,100,104,99,103,-5,11,-5.4,·,104
CN(Cc1ccccc1)S(=O)(=O)c1ccc(Cl)nc1,10,95,96,98,98,96,4,27,0.9,·,95
Cc1ccc(-c2csc3ncnc(SCC(=O)Nc4nnc(C)s4)c23)cc1,26,97,94,96,94,92,0,16,-2.7,·,98
Cc1nc(=O)c(-c2ccccc2)c(C)n1-c1ccc(O)cc1,35,101,100,102,101,103,0,8,0.6,·,101
NS(=O)(=O)c1ccc(NC(=O)C2Cc3ccccc3C(=O)O2)cc1 (stereo not given),9,96,95,99,105,96,6,24,1.1,8,99
COc1cccc(NC(=O)Nc2cccc(C(=O)O)c2)c1,13,92,93,94,93,93,4,1,0.8,·,92

smiles,GSH fluor,Cdc42 wt,Rac1 mut GTP,Rab2A wt mod,Rab7 wt GTP bind,Rac1 wt modul,ABCG2 block,Avidin bead fluor,ABCB1 inh,Pf gamet viab,HRas wt GTP
CCN(CC)N=Nc1[nH]nc2nc(C)cc(C)c12,22,103,101,104,103,101,4,13,0.3,·,104
CC(CCc1ccccc1)NC(=O)COC(=O)c1cccs1 (stereo not given),14,95,95,97,101,97,8,9,0.8,3,94
CCOC(=O)c1c(C)c(C(=O)N2CCN(C(=O)c3ccco3)CC2)c(C)n1C,26,101,100,102,95,101,7,6,0.6,·,98
O=C(Cc1cccs1)Nc1nnc(-c2ccccc2)s1,10,96,95,98,105,96,7,21,1.6,-19,98
Cc1cc(/C=N/O)c(C)n1-c1cccc(Cl)c1,13,90,88,92,99,92,4,9,1.9,18,91
O=C1C=C(NCc2ccc(Cl)cc2)CCC1,15,103,99,98,97,100,9,6,0.8,3,97
C=CCn1c2[n+](c3ccccc3c1=O)CCCCC2,20,99,95,101,107,103,2,5,0.3,-1,101

Compound activity as filed in PubChem.
